Screening data: PubChem, several laboratories
TNAP act mid DEA: human TNAP enzyme activators, primary screen, biochemical, luminescent, intermediate phosphate acceptor level; Alkaline phosphatase, tissue-nonspecific isozyme (Homo sapiens), P05186; purified TNAP, CDP-star luminescence, 100 mM DEA, 30 min; hits give high values; scale: 0 levamisole-inhibited, 1 vehicle-only enzyme; activation factor at 20 µM; 64,000 tested, under 10 active; AID 813, 2007;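 active means activation factor of at least 2 at 20 µM, relative to controls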
Target sequence (P05186 whole entry, looked up): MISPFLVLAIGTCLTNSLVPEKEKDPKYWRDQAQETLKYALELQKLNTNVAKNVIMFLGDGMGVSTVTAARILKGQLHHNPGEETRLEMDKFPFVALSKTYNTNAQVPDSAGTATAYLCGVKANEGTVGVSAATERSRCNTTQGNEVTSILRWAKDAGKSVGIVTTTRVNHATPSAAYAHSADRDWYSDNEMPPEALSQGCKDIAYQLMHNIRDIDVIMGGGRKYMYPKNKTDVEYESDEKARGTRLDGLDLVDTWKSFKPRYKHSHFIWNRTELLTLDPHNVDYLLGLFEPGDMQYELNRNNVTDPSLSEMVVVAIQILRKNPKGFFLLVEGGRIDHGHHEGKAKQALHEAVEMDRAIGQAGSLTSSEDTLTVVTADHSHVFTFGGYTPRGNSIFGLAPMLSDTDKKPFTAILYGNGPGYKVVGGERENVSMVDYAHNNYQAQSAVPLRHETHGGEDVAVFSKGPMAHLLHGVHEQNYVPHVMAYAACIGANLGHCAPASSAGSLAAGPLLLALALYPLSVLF
ROCK2 inh: inhibitors of human ROCK2 kinase, primary screen, biochemical, high-throughput, luminescence; purified ROCK2, Kinase-Glo ATP depletion luminescence; inhibition, % at 6 µM; 60,000 compounds, 0.35% hits; AID 604, 2007;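 active means inhibition above the screen-wide mean inhibition plus 3 SD, cut at about 18% in these data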;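 further: plate controls were DMSO wells for no effect and Y-27632 control wells after no-enzyme background subtraction for full effect; many of its hits are not listed in these tables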
DUSP1 inh: MKP-1 phosphatase inhibitors, primary screen, biochemical, in vitro; Dual specificity protein phosphatase 1 (Homo sapiens), P28562; recombinant MKP-1, OMFP hydrolysis fluorescence; inhibition, %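 (compounds tested at a single concentration somewhere between 10 and 100 µM)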; 65,000 compounds, 0.15% hits; AID 374, 2006;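 active means inhibition above about 50%, limit read from the data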;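 further: 0% = DMSO max control wells and 100% = wells with enzyme stopped by NaOH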
JNK3 blocker: JNK3 kinase activity inhibitors, primary screen, biochemical, human, purified enzyme | 60,000 compounds, 0.61% hits | Mitogen-activated protein kinase 10 (Homo sapiens), P53779 | inhibition, % at 8 µM | HTS; in the data active means inhibition above about 17%;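 further: 0% = DMSO and 100% = reference inhibitor; many of its hits are not listed in these tables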
Cdc25B inh: inhibitors of Cdc25B phosphatase catalytic domain, primary screen, biochemical, OMFP fluorescence. M-phase inducer phosphatase 2 (Homo sapiens), P30305. recombinant Cdc25B, OMFP fluorescence Ex485/Em525. inhibition, %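 (compounds tested at 10 µM final in the well)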. 65,000 compounds, 0.1% hits; in the data active means inhibition above about 50%
Target sequence (P30305 whole entry, looked up, the tested form may be a part): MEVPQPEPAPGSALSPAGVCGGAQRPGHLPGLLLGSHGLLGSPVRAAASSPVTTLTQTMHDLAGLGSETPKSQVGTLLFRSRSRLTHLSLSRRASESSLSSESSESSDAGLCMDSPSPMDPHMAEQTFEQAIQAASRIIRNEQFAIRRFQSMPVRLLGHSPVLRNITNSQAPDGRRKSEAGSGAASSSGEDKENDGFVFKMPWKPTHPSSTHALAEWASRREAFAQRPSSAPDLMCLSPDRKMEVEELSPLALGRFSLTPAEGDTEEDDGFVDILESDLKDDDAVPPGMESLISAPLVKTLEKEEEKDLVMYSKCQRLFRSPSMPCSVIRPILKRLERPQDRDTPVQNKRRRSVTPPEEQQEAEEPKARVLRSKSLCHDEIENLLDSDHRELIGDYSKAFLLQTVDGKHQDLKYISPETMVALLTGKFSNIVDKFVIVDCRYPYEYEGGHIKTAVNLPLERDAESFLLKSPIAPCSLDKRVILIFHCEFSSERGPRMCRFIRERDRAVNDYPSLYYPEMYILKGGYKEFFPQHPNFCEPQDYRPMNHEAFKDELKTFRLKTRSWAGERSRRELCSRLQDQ
HEK293 NFkB inh: inhibitors of PMA/ionomycin-induced NF-kB reporter, primary screen, antigen receptor NF-kB inhibitor project, cell-based, HEK-293 luciferase reporter, luminescence; HEK-293 NF-kB luciferase reporter; inhibition, % at 3 µM; 62,000 compounds, 0.21% hits; AID 465, 2006;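 active means inhibition above the mean of all tested compounds plus 3 SD, cut at about 40% in these data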;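 further: 0% = stimulated DMSO wells and 100% = 10 µM reference inhibitor 5653914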
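Reagent: PMA plus ionomycin mix as NF-kB-activating stimulus. Assay system: NF-kB luciferase reporter HEK-293 cells. Technique: luminescence from luciferase substrate reagent. Incubation: 1 h compound pre-incubation, 16 h PMA/ionomycin at 37 °C. Benchmarks: DMSO only as uninhibited control, 10 µM reference inhibitor as full inhibition. Repeats: tested once.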
Jurkat viability: cytotoxicity toward Jurkat T cells, primary screen, cytotoxicity control, cell-based, Jurkat E6.1, 60K MLSMR library; AID 463, 2006; Jurkat E6.1 viability, ATP luminescence, 48 h; inhibition, % at 4 µM; 56,000 compounds, 1.2% hits;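 active means inhibition above the mean inhibition of all tested compounds plus 3 SD, cut at about 28% in these data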
PKA inh: inhibitors of human PKA kinase activity, primary screen, biochemical, ATP-depletion luminescence, Kemptide substrate; cAMP-dependent protein kinase catalytic subunit alpha (Homo sapiens), P17612; PKA Kemptide phosphorylation, Kinase-Glo ATP luminescence; inhibition, % at 6 µM; 65,000 compounds, 0.1% hits; AID 524, 2006;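 active means inhibition above the screen-wide mean inhibition plus 3 SD, cut at about 21% in these data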; further: many of its hits are not listed in these tables
MMP13 inh: human MMP13 inhibitors, primary screen, biochemical, FRET peptide cleavage | Collagenase 3 (Homo sapiens), P45452 | MMP-13 fTHP FRET cleavage, Mca fluorescence | inhibition, % at 4 µM | 65,000 compounds, 0.07% hits | AID 570, 2006;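 active means inhibition above the mean of compound-free control plate wells plus 3 SD, cut at about 14% in these data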;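 further: 0% = DMSO wells and 100% = wells with reference MMP-13 inhibitor after basal subtraction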
* hit, by the source's call; nt = not tested or not shown; & = joins results of further samples; [ ] = remark or other dose.

SMILES	TNAP act mid DEA	ROCK2 inh	DUSP1 inh	JNK3 blocker	Cdc25B inh	HEK293 NFkB inh	Jurkat viability	PKA inh	MMP13 inh
CCOC(=O)c1cccc(NC(=O)CCc2nc(-c3ccccc3F)no2)c1	1	4.3	7.4	2.8	-20.0	1.0	-5.9	4.4	0.4
Cn1c(=O)[nH]c(=O)c2c1ncn2CCN1CCCCC1	0.9	-0.4	22.1	-2.8	4.8	-10.3	1.6	-4.4	6.2
COC(=O)c1ccc(CN2C(=O)c3ccccc3S2(=O)=O)cc1	0.9	5.8	5.0	-0.6	-14.8	-2.3	-2.8	6.0	0.1
CCOCCCNC(=O)C1CCN(S(=O)(=O)N2CCCCC2)CC1	1	0.2	27.3	-11.7	-4.1	3.3	4.4	-0.3	0.8
CC(C)Sc1nnc([C@H](C)NC(=O)OC(C)(C)C)o1	0.8	-3.6	-6.5	-5.3	8.8	4.3	6.4	-3.3	-8.9
COc1ccc(OC)c(-c2nnc(SCC(=O)N3CCCc4ccccc43)o2)c1	1	-1.3	3.7	1.5	-1.5	8.5	7.7	1.6	-1.0
O=C1CSC(c2cn(-c3ccccc3)nc2-c2ccccc2)N1Cc1ccco1 (configuration not stated)	0.8	1.7	-7.2	2.3	-16.6	3.0	-3.8	1.5	4.5
Cc1ccc(S(=O)(=O)N2CCN(C(=O)c3ccccc3)C2C(C)C)cc1 (configuration not stated)	0.9	3.8	-0.7	-2.8	-7.6	-0.9	-10.7	4.3	-0.9
Cc1ccnc(SCCn2c(N3CCN(Cc4ccccc4)CC3)nc3c2c(=O)[nH]c(=O)n3C)n1	0.9	3.2	4.9	-5.1	0.2	7.0	4.5	3.2	-1.5
O=C(c1ccco1)N1CCN(c2cc(C(F)(F)F)nc3ncnn23)CC1	0.9	-3.5	-9.8	-0.4	4.7	4.9	-0.7	-1.7	6.8
CCCc1nnc(NC(=O)CCCC(=O)O)s1	0.9	5.5	7.4	3.1	5.8	2.0	-8.8	7.1	3.0
C=CCNC(=O)c1cc(-c2ccccc2O)on1	0.8	1.1	1.1	0.9	-4.3	-6.4	-0.4	3.7	6.0
Cc1cccc(N(CC(N)=O)S(C)(=O)=O)c1C	1	9.9	-10.3	-7.1	0.8	2.4	-5.6	6.6	-0.4
c1cc(CNc2ccc3c(c2)OCCO3)ccn1	0.9	-2.3	6.8	-8.0	-0.7	29.4	0.0	3.4	-4.9
Cc1ccc(-c2c3c(=O)n(C)c(=O)n(C)c3cn2Cc2ccccn2)cc1	0.9	0.0	27.4	4.8	-8.0	21.6	3.3	0.3	-6.9
Cc1ccc(-c2nn3c(C)nnc3s2)cc1NC(=O)c1ccco1	0.9	2.8	32.0	-6.5	-3.4	-10.6	-2.8	3.0	-2.2
CCc1n[nH]c(=O)n1Cn1c(CC)n[nH]c1=O	0.9	nt	16.5	nt	8.5	8.2	nt	1.1	-0.1
Nc1cccc2c1C(=O)N(C(=O)c1ccc(S(=O)(=O)N3CCCCCC3)cc1)C2=O	1	nt	-14.3	nt	3.2	25.3	nt	-4.2	0.2
Cc1oc2c(O)c(O)ccc2c(=O)c1-c1ccccc1	1	-6.2	-3.0	-11.0	-8.6	2.9	8.7	-1.2	7.8
O=C(Nc1cccc(S(=O)(=O)c2cccc(NC(=O)C3CC3)c2)c1)C1CC1	0.9	4.8	5.4	8.4	-8.8	3.5	16.8	5.8	-4.9
Cc1nnc(SCC(=O)Nc2sc3c(c2C#N)CCCC3)[nH]c1=O	0.9	4.2	5.9	-2.2	0.5	1.9	-2.3	7.4	9.9
Clc1ccc(Cn2cc(/C=N/n3cnnc3)c3ccccc32)cc1	0.9	nt	17.9	nt	-13.9	22.0	nt	11.1	4.2
Cc1cc(=O)n(CC(C)O)c(O)c1C#N (configuration not stated)	nt	5.5	4.3&-2.0	0.3	1.8&3.5	5.1	-2.6	3.0	-4.3
COCc1nc(-c2ccc(-c3ccccc3)nc2OC)no1	0.9	nt	-6.7	nt	-5.9	-6.3	nt	-4.4	-6.2
Cc1ccc2c(c1)NC(=O)C(CC(=O)NCCCN1CCCC1=O)O2 (configuration not stated)	0.9	2.4	-0.4	6.0	2.3	5.7	-7.4	-0.5	-9.0
C=CCn1c(C)cc(C(=O)COC(=O)C2CC(=O)N(Cc3ccccc3)C2)c1C (configuration not stated)	0.9	4.7	2.6	2.1	2.3	6.1	1.2	7.1	-1.6
c1ccc(C2=Nn3c(nnc3-c3ccncc3)SC2)cc1	0.9	4.5	-15.7	12.8	2.2	-2.9	-15.2	4.8	-0.6
COc1ccc(N2C(=O)CC(N3CCCC4CCCCC43)C2=O)cc1 (configuration not stated)	0.9	4.4	-3.5	-1.1	-5.6	6.0	-6.1	10.0	0.9
COc1cccc(-c2nc(CS(=O)(=O)CC(=O)NCCCN3CCc4ccccc4C3)c(C)o2)c1	1.1	4.2	22.3	2.3	-27.9	7.9	0.1	9.6	1.3
O=C(CC(C(=O)N1CCc2ccccc21)n1ccnc1)NCC1CCCO1 (configuration not stated)	0.9	6.8	6.8	-6.3	-19.3	2.7	0.5	10.8	-6.5

Structures from the list above containing a furan ring, fused or not:
SMILES	TNAP act mid DEA	ROCK2 inh	DUSP1 inh	JNK3 blocker	Cdc25B inh	HEK293 NFkB inh	Jurkat viability	PKA inh	MMP13 inh
O=C1CSC(c2cn(-c3ccccc3)nc2-c2ccccc2)N1Cc1ccco1 (configuration not stated)	0.8	1.7	-7.2	2.3	-16.6	3.0	-3.8	1.5	4.5
O=C(c1ccco1)N1CCN(c2cc(C(F)(F)F)nc3ncnn23)CC1	0.9	-3.5	-9.8	-0.4	4.7	4.9	-0.7	-1.7	6.8
Cc1ccc(-c2nn3c(C)nnc3s2)cc1NC(=O)c1ccco1	0.9	2.8	32.0	-6.5	-3.4	-10.6	-2.8	3.0	-2.2

Going on with the list:
SMILES	TNAP act mid DEA	ROCK2 inh	DUSP1 inh	JNK3 blocker	Cdc25B inh	HEK293 NFkB inh	Jurkat viability	PKA inh	MMP13 inh
COc1cccc(NC(=O)CCSc2nnc3scc(-c4ccccc4)n23)c1	0.9	nt	3.2	nt	-0.4	12.7	nt	8.9	6.0
O=C(Nc1ccc2c(c1)OCO2)Oc1ccccc1	0.9	3.4	10.1	-9.7	-3.1	6.1	-3.6	-1.3	-0.4
COc1ccc(NC(=O)c2ccc(NS(=O)(=O)c3c(C)noc3C)cc2)cc1OC	1	-5.0	5.8	-2.0	4.6	-0.5	4.0	-4.5	1.6
CCOc1ccc(Nc2oc(-c3ccco3)nc2C#N)cc1	0.9	3.0	20.3	-1.5	-8.0	10.2	-0.8	4.2	1.0
Cc1ccc(Cl)cc1N1CCN(C(=O)CN2C(=O)c3cccc4cccc2c34)CC1	0.8	1.6	9.8	-1.5	1.1	8.2	2.1	-0.8	-1.9
COc1cc(CC(=O)Nc2ccc(S(=O)(=O)Nc3ncccn3)cc2)cc(OC)c1OC	0.9	5.7	11.7	-2.8	3.1	9.2	2.6	6.8	1.9
COCCNC(=O)C(c1cccs1)N(C(=O)Cn1nnc2ccccc21)c1cccc(C(C)=O)c1 (configuration not stated)	0.9	-4.3	4.7	-5.3	-2.0	21.4	1.9	-0.6	-2.4
CC(C)NC(=O)c1cnc(N2CCN(c3ccccn3)CC2)c2ccccc12	1	5.8	12.9	-1.4	-5.4	16.5	-0.1	16.7	-0.5
COc1cc(OC)cc(N(C(=O)c2ccco2)C(C(=O)NC2CCCC2)c2ccc(N(C)C)cc2)c1 (configuration not stated)	0.9	4.8	9.6	-8.4	-6.2	14.1	-6.2	5.1	-2.9
Cc1nnc(SCC(=O)Nc2ccccc2N2CCOCC2)s1	1	5.4	5.2	2.0	-9.7	10.6	-5.1	12.0	2.3
COC(=O)[C@H](Cc1ccccc1)NC(=O)Nc1ccc(S(N)(=O)=O)cc1	0.9	1.5	-30.4	-3.3	2.7	9.5	-7.9	6.2	2.4
COC(=O)c1ccc(CC(=O)c2ccc(O)cc2O)o1	0.9	10.0	18.1	1.8	-4.0	2.9	0.0	2.0	2.6
CCOc1ccc(OCC)c(NC(=O)CN2CCN(c3cccc(C)c3)C(C)C2)c1 (configuration not stated)	0.9	nt	34.1	nt	-18.5	12.1	nt	-0.3	7.8
CCC(=O)N(Cc1cc2ccccc2[nH]c1=O)C(C)C	0.9	0.5	0.5	-0.6	2.2	2.5	-2.3	2.5	-6.7
CC(C)c1ccc(NC(=O)C2CC(=O)N=C(N)S2)cc1 (configuration not stated)	1	8.3	-11.1	1.4	-11.3	9.0	1.9	9.1	4.5
CCOc1ccc(S(=O)(=O)N2CCN(c3ccccc3OC)CC2)c2cccnc12	0.9	6.9	28.1	3.7	1.7	5.8	4.2	8.3	-1.4
N#Cc1nc(COc2cccc(Cl)c2)oc1NCc1ccco1	0.9	5.8	4.9	1.2	-2.0	0.8	-1.4	7.8	2.0
CCN1CCN(S(=O)(=O)c2ccc3[nH]c(=O)oc3c2)CC1	0.9	4.2	-1.9	-3.3	-0.6	4.5	-5.6	1.8	2.4
CCO/C=C/C(=O)N(C)CCC#N	0.9	7.5	23.3	-3.6	3.3	1.8	-9.6	5.5	1.8
CCOc1ccc(C2C=C(c3ccc(F)cc3)Nc3ncnn32)cc1 (configuration not stated)	0.9	4.5	12.4	9.6	-14.2	3.6	4.2	10.1	-273.7[fluorescence artefact?]
CS(=O)(=O)N(CC(=O)NCC1CCCO1)c1cc(Cl)ccc1Cl (configuration not stated)	0.9	-1.1	10.0	-5.2	-7.6	3.5	3.7	-4.6	2.3
Cc1oc(-c2ccccc2F)nc1CN1CCC(C(=O)NC2CCCCCCC2)CC1	1.1	-6.5	40.6	2.9	-14.5	15.7	7.4	-0.9	4.7
O=C(CC(c1ccc(F)cc1)c1ccco1)N1CCOCC1 (configuration not stated)	1	1.6	12.1	-3.1	-2.8	15.2	0.8	-0.5	0.7
Cc1ccc(S(=O)(=O)N2CCCC(NC(=O)N3CCN(c4ccccc4)CC3)C2)cc1 (configuration not stated)	1	-8.0	-4.5	-13.1	-12.1	2.9	10.3	-6.2	-1.8
Cc1ccc(C(OC(=O)c2ccco2)C(=O)NCc2cccs2)cc1 (configuration not stated)	0.8	-2.2	-1.7	3.5	-8.7	0.6	-2.0	0.7	4.7
CCOC(=O)c1cccc(NC(=O)CSc2nc3ccccc3c(=O)n2CCOC)c1	0.9	2.1	27.6	9.3	-2.2	12.4	9.6	2.7	-1.2
C=CCSc1nnc2c(n1)OC=Nc1ccc(Br)cc1-2	nt	-2.5	2.7	3.2	-6.6	10.6	7.3	-5.7	1.3
O=C(CCCCCN1C(=O)c2ccccc2C1=O)NCc1ccccn1	1	6.4	-1.8	1.2	5.4	15.0	-4.9	9.1	3.1
O=C(NC1CC1)C1CC(=O)N(C2CCCCC2)C1 (configuration not stated)	0.9	-0.7	3.7	-2.2	-9.3	19.2	-2.3	-1.8	-2.7
